Screening results from PubChem BioAssay.
West Nile antiviral: inhibition of WNV-induced cytopathic effect – cell-based, CPE readout (AID 1621); West Nile virus-infected cells, CPE inhibition; higher % means a stronger effect; CPE inhibition, % at 10 µM; hits with a dose series show IC50 in µM; actives 0.02% (n = 290,000); in the data active = a potency from the dose series; inconclusive = CPE inhibition mostly from about 3.7% at the one dose, without a potency; inactive = the rest, 99 in 100 with CPE inhibition below about 2.2%; also: strong numbers were not always called active
Salmonella PhoP GFP: inhibitors of PhoP regulon expression, primary screen, Salmonella Typhimurium, GFP reporter (AID 1863); S. Typhimurium PhoP-regulated promoter GFP reporter, 4 h; higher % means a stronger effect; inhibition, % at 50 µM; hits with a dose series show IC50 in µM; actives 0.16% (n = 300,000);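 active = inhibition over 29.93%, a cutoff 3 SD above the screen mean, later confirmed by dose response; inconclusive = inhibition over 29.93% but no dose response follow-up; inactive = inhibition at most 29.93% or unconfirmed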;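 also: 0% = low Mg2+ inducing control and 100% = high Mg2+ repressing control; strong numbers were not always called active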
LYP inhibition: PTPN22 lymphoid phosphatase activity blockers – biochemical, fluorescence intensity, uHTS (AID 1779); actives 0.054% (n = 290,000); inhibition, % at 11.5 µM; hits with a dose series show IC50 in µM; recombinant LYP phosphatase, fluorescence intensity; higher % means a stronger effect; in the data active = inhibition above about 50%;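 also: plate controls were vehicle with enzyme for no effect and no enzyme for full effect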
CSM14.1 death rescue: rescue of cells from ER stress-induced death, primary screen, 384-well, CSM14.1, thapsigargin, ATP luminescence (AID 1222); CSM14.1 thapsigargin-induced death rescue, ATP luminescence; higher % means a stronger effect; cellular ATP content (survival), % at 20 µM; hits with a dose series show EC50 in µM; 190,000 tested, under 10 active;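 active = EC50 below 50 µM in the dose-response confirmation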;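 also: death triggered by thapsigargin at about 15 µM added after 2 h compound pretreatment; cell ATP read after overnight thapsigargin exposure of roughly 18 to 22 hours; normalized against plate controls of thapsigargin alone and 5% DMSO vehicle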
MgcRacGAP inhibition: MgcRacGAP GTPase-activating activity inhibitors, confirmation, biochemical, ADP Hunter fluorescence | MgcRacGAP-stimulated Rac1 GTP hydrolysis, ADP Hunter fluorescence; higher % means a stronger effect; GST-tagged Rac1 F28L mutant substrate | inhibition, % at 30 µM, or IC50 in µM where a hit was titrated | actives 0.6% (n = 340,000);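 active = first-screen hits whose inhibition reached a set limit at any dose in the follow-up dose series; inconclusive = inhibition above the set first-screen limit but never retested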;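 also: fluorescence reports GDP produced by GAP-driven GTP hydrolysis; strong numbers were not always called active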
GPR35 antagonists: inhibition of zaprinast-stimulated GPR35 beta-arrestin translocation – imaging, U2OS, beta-arrestin-GFP, zaprinast agonist, primary screen (AID 2058); U2OS GPR35 beta-arrestin-GFP translocation imaging, zaprinast antagonism; higher % means a stronger effect; one-dose inhibition, % at 10 µM; IC50 in µM for titrated hits; actives 0.052% (n = 290,000);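 active = inhibition of at least 50% with at least 30 cells and total cytoplasm GFP at most 10,000,000; inconclusive = under 30 cells or total GFP of 10,000,000 plus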
SV40 large T antigen: TAg ATPase/helicase activity blockers – biochemical (AID 1903); SV40 large T antigen ATPase/helicase inhibition assay; higher % means a stronger effect; inhibition, % at 20 µM, or IC50 in µM where a hit was titrated; actives 0.39% (n = 310,000); in the data active = a potency from the dose series; inconclusive = inhibition mostly from about 32% at the one dose, without a potency; inactive = the rest, 99 in 100 with inhibition below about 32%; also: strong numbers were not always called active
RSV CPE inhibition: RSV antiviral activity via CPE protection, HEp-2 cells, primary 10 µM value included (AID 2391); HEp-2 cells, RSV-induced CPE inhibition; higher % means a stronger effect; actives 0.13% (n = 310,000); CPE inhibition, % at 10 µM; hits with a dose series show IC50 in µM; in the data active = a potency from the dose series; inconclusive = CPE inhibition mostly from about 23% at the one dose, without a potency; inactive = the rest, 99 in 100 with CPE inhibition below about 21%; also: strong numbers were not always called active
Dengue-2 NS5 capping: Dengue-2 NS5 methyltransferase inhibitors, primary screen, biochemical, confirmation dose response (AID 588689). Dengue-2 NS5 methyltransferase capping enzyme assay, biochemical; higher % means a stronger effect. inhibition, % at 25 µM; hits with a dose series show IC50 in µM. actives 0.3% (n = 340,000); in the data active = a potency from the dose series; inconclusive = inhibition above about 29% without an active follow-up result
* = called active by the depositor; ? = inconclusive; . = no result given.

mol	GPR35 antagonists	SV40 large T antigen	LYP inhibition	RSV CPE inhibition	Dengue-2 NS5 capping	West Nile antiviral	MgcRacGAP inhibition	CSM14.1 death rescue	Salmonella PhoP GFP
O=C(O)COc1ccccc1/C=N/NC(=O)CSc1nc2ccccc2n1Cc1ccccc1	-2%	14%	4%	2.9%	-11%	0.3%	13%	.	-3%
Cc1cc(C)nc(N/N=C/c2ccc(Cl)cc2)n1	6%	8%	-4%	.	5%	0.4%	8%	.	-2%
NC(=O)CC(NC(=O)Cc1ccc(Br)cc1)c1ccc(NCc2ccccn2)c([N+](=O)[O-])c1 (stereo not drawn)	4%	13%	0%	0.2%	6%	0.1%	14%	.	1%
COc1ccc(CCNc2oc(-c3ccccc3OC)nc2C#N)cc1	15%	22%	-7%	3.6%	-8%	-0.2%	8%	-0.8%	-5%
CCn1c(SCC(=O)Nc2sc3c(c2C#N)CCCC3)nnc1-c1ccco1	8%	25%	6%	0.2%	-12%	-0.8%	4%	-1.1%	-9%
COC(=O)c1c(C)[nH]c(C(=O)OCc2ccc(F)cc2)c1C	-4%	0%	-5%	2.3%	2%	-0.1%	-1%	-3.7%	6%
COc1ccc(OC)c(N/C=C/C(=C(C#N)C#N)N(C)C)c1	-6%	-1%	-1%	-1.3%	.	0.4%	.	1.4%	-5%
COc1cc(CSc2nc(-c3ccccc3)cc(=O)[nH]2)cc(OC)c1	7%	8%	-7%	1.8%	-22%	0.9%	9%	.	7%
Cc1ccc(C(=O)NCCSCc2ccccc2)cc1[N+](=O)[O-]	11%	4%	2%	4.7%	-9%	-0.6%	11%	11%	-1%
CC1=CC(=O)c2c(O)ccc(O)c2C1=O	-31%	?	0%	-2.2%	.	1.3%	.	-5.6%	-3%
O=S1(=O)CCOC[C@H](c2ccccc2)N1Cc1ccccc1	-5%	16%	-1%	-1.3%	-6%	-0.7%	6%	.	0%
O=C(NCCC1=CCCCC1)NC12CC3CC(CC(C3)C1)C2	7%	4%	-6%	7.4%	1%	1.3%	4%	-0.2%	1%
COCCSc1nnc(-c2cccc(C#N)c2)n1C	2%	10%	-10%	-0.6%	-2%	-0.1%	1%	-3.2%	-4%
Cc1cc(Cl)cc(C)c1OCCOCCNCc1ccccc1	11%	2%	-12%	-0.2%	-4%	-1.3%	128µM*	.	-6%
COc1cc2ncnc(NCc3cccc(F)c3F)c2cc1OC	7%	12%	-4%	6.6%	-3%	1.0%	-5%	.	13%
O=C1CC(C(F)(F)C(F)(F)C(F)(F)F)=Nc2ccccc2N1	-4%	3%	-5%	0.8%	-7%	0.0%	4%	0.4%	1%
CCn1c(CC(=O)Nc2ccc(C)cc2)nnc1SCC(=O)N1CCN(c2ccccc2)CC1	-3%	8%	0%	1.1%	1%	-0.9%	0%	.	5%
CC1(C)CC(=O)c2c(noc2-c2ccccc2)C1	20%	-2%	-5%	2.4%	-4%	0.3%	6%	-1.6%	-11%
O=S(=O)(c1cccc2nonc12)N1CCCCCC1	4%	2%	0%	-0.6%	2%	0.3%	5%	0.7%	-3%
Cc1cc(NS(=O)(=O)c2ccc(NC(=O)Nc3cccc(Cl)c3)cc2)no1	2%	13%	-2%	-0.7%	-19%	0.3%	11%	0.4%	-13%
Cc1ccc(CSCC(=O)N/N=C/c2ccc(OCC(=O)Nc3ccc(C)cc3)cc2)cc1	4%	28%	0%	-2.0%	4%	.	11%	0.6%	2%
CCOc1ccc(NC(=O)CN(C)C(=O)c2ccc3c(c2)C(=O)N(CCC(C)C)C3=O)cc1OCC	-7%	13%	-7%	1.3%	-5%	-0.1%	11%	.	-10%
Cc1cc(C)cc(NC(=O)CSc2nc3ccccc3nc2N2CCCCC2)c1	-3%	1%	0%	-0.5%	-1%	-0.3%	9%	.	.
CC(O)CNC(=S)Nc1ccccc1 (stereo not drawn)	-4%	-6%	-6%	3.9%	1%	0.7%	5%	-0.4%	7%
CCOc1ccc(C(C(=O)NC2CCCC2)N(C(=O)c2snc(C(N)=O)c2N)c2cccc(O)c2)cc1 (stereo not drawn)	-1%	4%	-8%	1.8%	-5%	1.4%	8%	.	6%
CCCCC(c1nnnn1CC1CCCO1)N1CCN(Cc2ccccc2)CC1 (stereo not drawn)	-7%	-1%	-4%	0.1%	-2%	-0.1%	4%	-0.5%	4%
Cc1ccc(C(=O)Nc2cc3[nH]c(=O)oc3cc2C)cc1	-12%	3%	-11%	-1.9%	2%	-0.2%	8%	.	7%
CC(Cc1cccs1)NC(=O)Nc1ccc(Cl)cc1 (stereo not drawn)	7%	3%	-10%	7.3%	-10%	.	-3%	0.1%	11%
CC(=O)CCn1c(=O)n(CCC(C)=O)c(=O)n(CCC(C)=O)c1=O	20%	0%	-5%	-0.9%	-11%	-0.5%	8%	0.8%	-8%
CC(C)CN(C(=O)c1cccc(Cl)c1)c1c(N)n(CC(C)C)c(=O)[nH]c1=O	-7%	2%	-11%	-0.1%	-7%	-0.1%	1%	.	5%
CCn1c(SCc2ccccc2Cl)nc2nc3c(cc2c1=O)CCCC3	-3%	19%	-8%	.	-8%	?	8%	-4.7%	-10%
CN(CC(=O)Nc1ccc(Cl)c(C(F)(F)F)c1)C(=O)c1ccc(N2CCOCC2)c([N+](=O)[O-])c1	.	10%	.	5.7%	1%	.	2%	.	7%
Cc1ccc(NC(=O)COC(=O)CNC(=O)c2ccco2)cc1	-2%	18%	-1%	0.8%	-4%	0.4%	11%	.	5%
O=C(O)CSc1nc(-c2cccs2)cc(C(F)(F)F)n1	13%	2%	-4%	-1.8%	.	-0.8%	.	-1.1%	0%
Nc1nnc(SCC(=O)OCC(=O)Nc2ccc(Br)cc2F)s1	8%	14%	-8%	0.5%	-8%	0.9%	2%	-11%	-7%
O=C(N/N=C/c1cccc([N+](=O)[O-])c1)C(=O)N1CCCCCC1	2%	20%	-5%	0.8%	-5%	-0.1%	9%	.	2%
CC1CCN(c2nnc(NC(=O)Cn3c(=O)oc4ccccc43)s2)CC1	0%	1%	-3%	2.6%	-5%	-0.1%	2%	-0.5%	-3%
CC(C)(C)SCCNS(=O)(=O)c1ccc(C#N)cc1	5%	11%	-4%	1.4%	2%	-0.9%	5%	.	-3%
O=C(Nc1ccccc1)N1C2CCC1CC(O)(c1cccnc1)C2 (stereo not drawn)	-12%	-5%	-7%	-0.3%	0%	0.1%	14%	-1.4%	-3%
CCCS(=O)(=O)N1CCCC(C(=O)NCCc2ccc(OC)c(OC)c2)C1 (stereo not drawn)	-5%	-1%	-8%	1.5%	1%	0.2%	10%	.	-4%
Cc1ccc(OCc2ccc(C(=O)Nc3nc4ccccc4n3Cc3ccccc3)o2)c([N+](=O)[O-])c1	-4%	-1%	9%	6.5%	-6%	0.8%	7%	0.0%	2%
CCSc1nc2ccccc2c(=O)n1Cc1ccc(F)cc1	3%	7%	0%	-1.2%	-4%	-1.1%	7%	-11%	-3%
Cn1c(SCC(=O)NCC2CCCO2)nc2c(c1=O)SCC2 (stereo not drawn)	-5%	6%	-9%	2.6%	-2%	-0.4%	4%	.	-5%
CN(C)Cc1ccc(CNC(=O)COc2ccc3ccccc3c2)cc1	-1%	?	-5%	-0.4%	6%	-0.1%	8%	.	3%
Cc1ccc(-c2nc(Nc3ccc(O)cc3)c3ccccc3n2)cc1	4%	11%	-1%	-1.3%	-5%	-0.1%	21%	.	-1%
CCCCNC(=O)c1c[nH]c2ccc(S(=O)(=O)Nc3ccc(OCC)cc3)cc2c1=O	1%	4%	0%	1.1%	5%	.	13%	1.0%	5%
CCNc1cc(Nc2c(C)n(C)n(-c3ccccc3)c2=O)c([N+](=O)[O-])c2nonc12	-3%	15%	2%	.	7%	0.1%	4%	.	1%
CN(Cc1cccs1)c1nc(-c2cccnc2)nc2ccccc12	-11%	15%	6%	?	0%	-0.5%	2%	6.8%	-2%
CCOC(=O)/C(C#N)=C1/C=CN(C)C(C)=N1	5%	9%	-6%	1.7%	4%	-0.5%	-3%	0.2%	10%
Cc1csc(N/N=C/c2ccccc2F)n1	11%	6%	0%	12%	0%	1.2%	2%	.	-3%
COc1cc(C(=O)N/N=C/c2ccc(OC(=O)c3ccccc3)c(OC)c2)ccc1O	-9%	23%	-1%	3.2%	1%	0.2%	25%	.	9%
Cc1nc(Cl)sc1C(=O)Nc1ccccc1	-5%	6%	-3%	1.1%	2%	-0.2%	14%	-2.1%	-6%
CCN(CC)CCCCNc1ncc2cc(-c3cc(OC)cc(OC)c3)c(NC(=O)NC(C)(C)C)nc2n1	13%	14%	-7%	-2.6%	0%	0.5%	2%	.	-4%
CCCC(C(=O)NC(C)(C)C)N(C(=O)c1snc(C(N)=O)c1N)c1ccc2c(c1)OCCO2 (stereo not drawn)	6%	6%	-4%	-2.1%	6%	-1.2%	8%	-0.8%	-12%
Cc1ccc(C)c(NC(=S)N2CCN(S(=O)(=O)c3ccccc3)CC2)c1	3%	16%	-7%	2.0%	1%	-0.2%	4%	.	2%
COC(=O)COc1ccc(S(=O)(=O)N2CCN(c3ccccc3F)CC2)cc1	4%	7%	-3%	2.4%	-3%	0.0%	0%	-2.8%	6%
COC(=O)CSc1cc(C(F)(F)F)nc(-c2ccccn2)n1	6%	27%	0%	1.9%	-2%	-0.2%	6%	-2.5%	-4%
O=C(NCc1ccco1)c1cccc(S(=O)(=O)N2CCc3ccccc32)c1	0%	23%	-9%	11%	-3%	-0.8%	6%	-1.1%	-11%
O=C(CNc1ccc(Br)cc1)c1ccc(O)cc1	14%	23%	6%	-0.4%	-5%	1.6%	5%	-6.7%	-2%
COc1ccc(CCNC(=O)Cn2cccc2C(=O)c2ccccc2)c(OC)c1	-10%	5%	2%	-1.6%	-8%	-0.4%	5%	-1.0%	1%
COc1ccc(S(N)(=O)=O)cc1C(=O)OCCCOC(=O)c1cc(S(N)(=O)=O)ccc1OC	10%	3%	-7%	1.7%	-4%	0.6%	5%	.	-3%
CCOC(=O)CN1C(=O)S/C(=C/c2ccc(OCc3ccc(C(=O)O)cc3)cc2)C1=O	-3%	-5%	0%	0.6%	2%	-0.2%	14%	.	-9%
